# Screening results from PubChem.
# GAA inhib = inhibitors of human lysosomal alpha-glucosidase | P10253 | purified human GAA, 4-MU-alpha-glucoside fluorescence | Potency, µM (doses to about 76.9 µM), without a hit: at the top dose activity change, negative = inhibition, most hits filed as inhibitors | actives 0.005% (n = 200,000) | AID 1466;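 note: plate controls were uninhibited enzyme wells for no effect and no-enzyme background for full effect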
#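 Enzyme (4 nM final) mixed with compound (up to 77 uM), then 4-MU-alpha-D-pyranoside (400 uM final) added; 20 min at room temperature, pH 5.0. Reaction stopped at pH 10, fluorescence read, AC50 derived by Hill fit.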
# GAA glycogen mod = inhibitors or activators of human alpha-glucosidase glycogen cleavage; Potency, µM (series often up to 76.4 µM), without a hit: at the top dose activity change, negative = inhibition, hits mostly inhibitors; actives 0.38% (n = 300,000); recombinant GAA, glycogen substrate, Amplex Red glucose oxidase fluorescence; P10253;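 note: 0% = full enzyme reaction and -100% = no-enzyme basal signal; the screen sought inhibitors and activators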
#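 qHTS, 1536-well; enzyme 4 nM final; cpd up to 77 uM; substrate bovine liver glycogen 30 ug; 50 mM citrate/phosphate pH 5.0, 0.01% Tween-20; 37 C, 40 min; Amplex Red detection 45 min RT; Hill fit → AC50.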
# KDM4E inh = inhibitors of human JMJD2E histone demethylase. B2RXH2. JMJD2E catalytic domain, FDH-coupled NADH fluorescence (FDH is formaldehyde dehydrogenase). Potency, µM (series often up to 57.1 µM), without a hit: top-dose activity change, negative = inhibition, hits mostly inhibitors. actives 1.6% (n = 230,000). AID 2147; active = well fitted inhibition curve with a large enough effect, not every such curve was filed as active; inconclusive = small, poorly fitted or top-dose-only effect, or another doubt; inactive = no such curve, though single readings can be large or run the other way;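 note: 0% = wells with enzyme and -100% = buffer wells without enzyme; nearly all actives have a fitted effect of over 50% in size; many of its hits are not listed in these tables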
# Target sequence (B2RXH2 1-337 limits assumed): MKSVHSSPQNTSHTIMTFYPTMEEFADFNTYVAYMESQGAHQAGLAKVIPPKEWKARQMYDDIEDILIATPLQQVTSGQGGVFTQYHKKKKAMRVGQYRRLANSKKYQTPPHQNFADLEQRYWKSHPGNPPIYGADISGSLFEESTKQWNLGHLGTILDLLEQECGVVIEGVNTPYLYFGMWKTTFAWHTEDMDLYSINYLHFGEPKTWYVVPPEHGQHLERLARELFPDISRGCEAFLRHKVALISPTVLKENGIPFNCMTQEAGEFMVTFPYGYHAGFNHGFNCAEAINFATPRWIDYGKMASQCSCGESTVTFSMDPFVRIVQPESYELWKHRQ
# GAA spleen mod = inhibits or activates alpha-glucosidase in human spleen homogenate; Potency, µM (top dose mostly 79.9 µM), for inactives: at the top dose activity change, negative = inhibition, actives largely listed as inhibitors; actives 0.006% (n = 240,000); AID 2112; human spleen homogenate, 4-MU-alpha-glucoside fluorescence;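 note: 0% = enzyme with vehicle and -100% = no enzyme basal signal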
#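 AC50 values come from Hill-equation fits of concentration-response data, normalized to no-enzyme and full-activity controls. Enzyme source: 1 ug human spleen homogenate; 1 mM fluorogenic 4-MU glucoside, pH 5.0 citrate buffer, 37 C, 40 min.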
# SMN2 splice up = enhancers of SMN2 splice variant expression. HEK293 SMN2-luciferase splicing reporter, luminescence, 30-36 h. Potency, µM (series often up to 46.1 µM), inactives show at the highest dose activity change, positive = activation, most hits filed as activators. AID 1458. actives 2.8% (n = 210,000); note: % of control where 0% means no effect; nearly all actives have a fitted effect of over 55% in size
#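 HEK293 cells carry an SMN2 minigene-luciferase reporter in which exon 7 inclusion puts luciferase in frame. Cells were seeded at 2000 cells/well, attached for 10-12 hours, then exposed to compounds for 30-36 hours at 37C before ONE-Glo luminescence.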
# GoLoco inh red = RGS12 GoLoco-Gai1 interaction inhibition; P63096; Gai1:RGS12 GoLoco peptide FP, rhodamine, 10 min; Potency, µM (series often up to 61.6 µM), without a hit: at the top dose activity, negative = inhibition, most hits filed as inhibitors; actives 0.44% (n = 230,000); AID 880; active = well fitted inhibition curve with a large enough effect, not every such curve was filed as active; inactive = no such curve, though single readings can be large or run the other way; note: % is set by controls: 0 for no effect and ±100 for the full control effect; nearly all actives have a fitted effect of over 30% in size; many of its hits are not listed in these tables
# Target sequence (P63096 whole entry, looked up): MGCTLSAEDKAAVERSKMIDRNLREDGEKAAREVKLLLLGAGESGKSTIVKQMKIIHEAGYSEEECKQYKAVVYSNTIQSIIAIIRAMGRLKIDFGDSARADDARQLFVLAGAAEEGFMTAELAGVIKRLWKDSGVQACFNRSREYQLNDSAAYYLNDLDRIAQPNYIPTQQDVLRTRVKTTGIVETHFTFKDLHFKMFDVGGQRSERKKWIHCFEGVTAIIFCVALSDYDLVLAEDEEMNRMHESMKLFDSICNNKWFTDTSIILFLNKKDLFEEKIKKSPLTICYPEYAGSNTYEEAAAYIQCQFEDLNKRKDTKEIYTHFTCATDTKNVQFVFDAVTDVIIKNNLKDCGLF
# ALDH1A1 block = ALDH1A1 (human) enzyme inhibition. Purified ALDH1A1, NADH fluorescence, propionaldehyde substrate. Potency, µM (highest dose often 75.3 µM), for the others: at the top dose activity, negative = inhibition, actives largely listed as inhibitors. actives 7.3% (n = 220,000); active = well fitted inhibition curve with a large enough effect, not every such curve was filed as active; inconclusive = small, poorly fitted or top-dose-only effect, or another doubt; inactive = no such curve, though single readings can be large or run the other way;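 note: plate controls were no enzyme wells and a reference inhibitor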
# aGal spleen mod = inhibitors or activators of human alpha-galactosidase in spleen homogenate; P06280; human spleen homogenate, 4MU-alpha-Gal fluorescence, 40 min; Potency, µM (top dose mostly 80 µM), inactives show at the highest dose activity change, negative = inhibition, most hits filed as inhibitors; actives 0.008% (n = 240,000);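 note: 0% = enzyme with vehicle and -100% = no enzyme basal signal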
# Target sequence (P06280 32-429 limits assumed): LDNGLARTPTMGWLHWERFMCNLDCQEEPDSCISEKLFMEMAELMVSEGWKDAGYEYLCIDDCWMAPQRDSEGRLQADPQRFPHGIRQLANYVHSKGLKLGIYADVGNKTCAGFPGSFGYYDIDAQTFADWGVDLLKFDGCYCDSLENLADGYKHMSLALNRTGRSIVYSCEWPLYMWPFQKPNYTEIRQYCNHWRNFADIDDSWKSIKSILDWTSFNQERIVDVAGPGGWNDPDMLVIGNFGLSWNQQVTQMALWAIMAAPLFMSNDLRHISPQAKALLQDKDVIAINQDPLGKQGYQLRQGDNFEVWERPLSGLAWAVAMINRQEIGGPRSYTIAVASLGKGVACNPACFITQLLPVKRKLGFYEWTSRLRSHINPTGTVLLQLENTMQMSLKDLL
#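 Inhibition or activation of alpha-galactosidase in human spleen homogenate is scored by 4-MU fluorescence after 40 min at 37C, pH 5.0, with 1 mM substrate. AC50s come from concentration-response fitted to the Hill equation.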
# Active calls of the source: *; ? = inconclusive; nt = not tested or not shown; & = joins results of further samples; [ ] = another dose, or the depositor's remark. Unless noted, calls come from the whole dose curve; as a rule, active = well fitted curve in the direction sought with a large enough effect; inconclusive = small, poorly fitted or top-dose-only effect, or another doubt; inactive = no such curve, though single readings can be large; an effect the other way counts as inactive or inconclusive. Potency is the fitted concentration of half-maximal effect.
SMILES,GAA inhib,GAA glycogen mod,KDM4E inh,GAA spleen mod,SMN2 splice up,GoLoco inh red,ALDH1A1 block,aGal spleen mod
COc1ccc(C2=NN(CN3C(=O)C(=O)c4ccccc43)C(c3ccc(Br)cc3)C2)cc1 (stereo not given),0.7%,-4.5%,1.7%,-4.5%,-16.1%,-1.9%,0.282µM*,-8.7%
COc1ccc([N+](=O)[O-])cc1NC(=O)CCNC(=O)Cn1ccc2ccccc2c1=O,-0.1%,-6.1%,-2.2%,-4.5%,-14.8%,7.7%,4.4%,-4.8%
COc1ccc(CC(=O)Nc2nnc(C(C)C)s2)cc1,9.1%,-2.2%,-0.1%,-1.6%,nt,-3.0%,-2.7%,2.7%
Cc1ccc(S(=O)(=O)NC2(C(F)(F)F)C(=O)Nc3c2c(=O)n(C)c(=O)n3C)cc1 (stereo not given),-0.7%,5.2%,1.8%,3.8%,-23.4%,-7.3%,10.3%,3.3%
CC1(CC(=O)N/N=C/c2ccc(-c3cccc(C(F)(F)F)c3)o2)OCCO1,-0.2%,6.0%,?,-14.0%,-9.8%,10.0%,-6.6%,-4.2%
CCCC(C)NC(=O)CSc1nc2ccc(C)cc2[nH]1 (stereo not given),-9.0%,7.5%,12.7%,2.7%,0.2%,3.5%,11.9%,-3.3%
COc1ccc(Cc2noc(COc3ccc(Cl)cc3)n2)cc1,-10.3%,0.4%,3.0%,0.0%,9.5%,-2.9%,-2.3%,1.7%
COc1ccccc1S(=O)(=O)Cc1ccc(C(=O)NC2CCCCC2)o1,8.6%,15.5%,3.9%,1.4%,11.4%,5.8%,-2.8%,2.4%
CC1=C(C(=O)NCc2ccccc2)C(c2cccs2)NC(=S)N1 (stereo not given),3.6%,-15.1%,8.6%,0.7%,nt,7.7%,?,7.6%
COC(=O)c1cc(=O)n(Cc2ccco2)c(=Nc2ccc(F)cc2)s1,nt,-13.5%,-5.9%,-15.0%,nt,-4.8%,11.2µM*,6.1%
Cc1cc2ccccc2c(=O)n1CC(=O)NCc1ccco1,-2.4%,-5.5%,?,-0.6%,2.3%,-21.7%,?,-5.3%
Cc1cc(=O)oc2cc(NS(=O)(=O)c3ccccc3)ccc12,?,6.7%,?,?,nt,15.6%,?,?
Cc1ccsc1-c1n[nH]c(=S)n1C1CCCCC1,-2.7%,8.3%,-19.1%,1.8%,2.3%,-3.2%,3.3%,4.2%
CC1(C)CC(=O)C(CC2C(=O)CC(C)(C)CC2=O)C(=O)C1,nt,-1.8%,-0.1%,3.2%,nt,-1.6%,nt,4.2%
Cc1ccc(C2CC(c3ccccc3)=NN2C(=S)Nc2ccccc2)o1 (stereo not given),-3.7%,-16.8%,11.9%,-2.4%,-36.9%,41.4%[activator],2µM*,6.0%
CCCCOc1ccccc1Cn1c(=O)oc2ccc(C)cc21,-5.9%,-11.0%,3.7%,-1.7%,-23.0%,4.7%,?,-8.7%
CCOC(=O)c1cc(-c2ccccc2)nc2nc(N3CCCCC3)sc12,?,-6.5%,?,9.3%,4.8%,-1.5%,?,12.5%
COC(=O)c1ccc(C23CC4(C2)[C@H](CN(Cc2ccc(C(F)(F)F)cc2)[C@@H]4c2ccccc2)C3c2ccc(C(F)(F)F)cc2)cc1 (stereo not given in full),nt,-3.3%,-1.2%&-3.0%,-2.2%&-4.0%,-36.6%[inhibitor],6.3%&7.9%,-6.6%,0.6%&-3.3%
CCOC(=O)N1CCC(NC(=O)c2cc(-c3ccc(F)cc3)[nH]c2C)CC1,-2.3%,5.5%,-4.0%,-22.8%,10.3%,8.2%,3.8%,0.5%
COc1cc2nc(CN3CCN(C(C)=O)CC3)[nH]c(=O)c2cc1OC,-0.4%,-1.7%,-0.1%,2.8%,9.2%,-5.8%,5.0%,5.6%
COc1ccc(NCN2C(=O)CCC2=O)cc1,-0.4%,?,-6.1%,0.8%,7.9%,3.2%,2.1%,5.4%
Cc1ccc2c(c1)N(CCC(=O)NCc1ccccn1)C(=O)CO2,-0.3%,3.9%,-2.3%,-12.3%,-8.3%,3.9%,22.4µM*,-3.1%
N#Cc1c2c(c(NCCCN3CCOCC3)n3c1nc1ccccc13)CCC2,?,5.1%,?,2.7%,-3.7%,0.1%,?,7.9%
CC(=O)Nc1nc2c(ncn2COCCOC(C)=O)c(=O)[nH]1,-5.0%,0.6%,6.4%,4.3%,-7.2%,6.6%,7.1%,6.1%
O=C1NC(=S)N/C1=C\C=C\c1ccccc1,nt,-1.4%,7.0%,-5.8%,nt,15.3%,nt,-2.7%

# Single records, as listed above:
# Profile of N#Cc1c2c(c(NCCCN3CCOCC3)n3c1nc1ccccc13)CCC2 → GAA inhib: ?; GAA glycogen mod: 5.1%; KDM4E inh: ?; GAA spleen mod: 2.7%; SMN2 splice up: -3.7%; GoLoco inh red: 0.1%; ALDH1A1 block: ?; aGal spleen mod: 7.9%
# Profile of CC1(CC(=O)N/N=C/c2ccc(-c3cccc(C(F)(F)F)c3)o2)OCCO1 → GAA inhib: -0.2%; GAA glycogen mod: 6.0%; KDM4E inh: ?; GAA spleen mod: -14.0%; SMN2 splice up: -9.8%; GoLoco inh red: 10.0%; ALDH1A1 block: -6.6%; aGal spleen mod: -4.2%
# Profile of COc1ccccc1S(=O)(=O)Cc1ccc(C(=O)NC2CCCCC2)o1 → GAA inhib: 8.6%; GAA glycogen mod: 15.5%; KDM4E inh: 3.9%; GAA spleen mod: 1.4%; SMN2 splice up: 11.4%; GoLoco inh red: 5.8%; ALDH1A1 block: -2.8%; aGal spleen mod: 2.4%

# Further records follow:
SMILES,GAA inhib,GAA glycogen mod,KDM4E inh,GAA spleen mod,SMN2 splice up,GoLoco inh red,ALDH1A1 block,aGal spleen mod
O=C(CSC1=NCCS1)Nc1ccc(F)cc1,-11.8%,0.5%,-9.9%,0.1%,nt,12.0%,-0.2%,-6.4%
Cc1ccccc1OCC(=O)OCC(=O)c1ccc(OC(=O)c2ccccc2)cc1,-11.8%,0.5%,6.8%,-0.7%,-5.7%,-2.2%,0.8%,10.4%
COc1ccc(/C=C/C(=O)NCC2COc3ccccc3O2)c(OC)c1 (stereo not given),-2.6%,2.9%,?,-10.3%,12.2%,-12.0%,-4.3%,2.8%
Cc1cc(C)cc(N(CC(=O)NC2CCCCCC2)S(=O)(=O)c2c(C)[nH]c(=O)[nH]c2=O)c1,nt,3.6%,-1.4%,5.0%,nt,-2.2%,nt,7.3%
Cc1csc2c(=O)sc(NC(=O)c3ccco3)nc12,nt,1.1%,?,0.2%,nt,5.2%,nt,0.2%
CCc1nc(NCCO)c(C#N)c2c1CSC(C)(C)C2,nt,-5.2%,?,2.9%,nt,-21.2%,nt,24.8%
CCO[C@H]1OC(C(=O)N2CCN(C)CC2)=C[C@@H](C2CC2)[C@@H]1CCCO,nt,-0.3%,2.3%,-3.7%,nt,-0.9%,-11.6%,1.7%
CC1(C)CC(=O)C=C(NCc2ccco2)C1,-6.8%,-7.3%,1.7%,-2.1%,nt,1.8%,-1.8%,3.6%
O=C(O)CSc1nc2c(c(C(F)(F)F)n1)CCc1ccccc1-2,?,1.9%,-1.3%,-8.3%,-0.4%,2.0%,2.9%,5.0%
Cc1ccc(C(C)NC(=O)c2ccco2)cc1C (stereo not given),0.3%,-3.9%,5.0%,-3.2%,48.2%,-6.5%,5.2%,2.6%
C/C(=N\NC(N)=S)c1ccccc1,nt,1.0%,-3.6%,3.1%,nt,-0.4%,nt,1.6%
COc1ccc(OCC(=O)OC2CCN(C)CC2)cc1,-3.0%,-12.0%,-9.9%,-4.3%,-18.1%,-2.8%,-11.6%,1.7%
COc1ccc2nc(/C=N/NC(=O)CCCCCNC(=O)OC(C)(C)C)ccc2c1,nt,9.9%,?,1.9%,nt,-1.4%,nt,21.0%
CC1COC(c2cccn2Cc2ccccc2Cl)=N1 (stereo not given),-12.6%,-12.3%,-4.1%,2.7%,7.9%,0.7%,5.7%,7.4%
COc1ccc(CNC(=O)c2c([S-])n(-c3ccc(C)cc3)c3cccc[n+]23)cc1,4.0%,-19.1%,?,13.5%,20.8%,17.0%,?,10.8%
COCCCn1c(C2CCCCC2)nc2oc3cc(OC)ccc3c(=O)c2c1=O,-2.4%,5.0%,0.0%,1.8%,-1.6%,19.1%,?,-2.7%
Cn1cnnc1SCC(=O)Nc1cc(C(F)(F)F)ccc1N1CCOCC1,0.5%,-3.9%,1.8%,5.7%,1.7%,10.0%,?,0.2%
CCO[C@@H]1OC(C(=O)N2CCCCCCC2)=C[C@H](c2cn(C(C)=O)c3ccccc23)[C@H]1CCCO,nt,-5.2%,-0.4%,-5.0%,nt,5.7%,6.7%,0.9%
O=C(NCc1cccs1)C(=O)NCC1OCCCN1S(=O)(=O)c1ccccc1 (stereo not given),-2.2%,8.5%,-2.8%,7.2%,5.62µM*,8.2%,-0.8%,11.1%
COc1cccc(C2C(C(N)=O)=C(C)Nc3nc(-c4cccc(Cl)c4)nn32)c1 (stereo not given),3.6%,-18.8%,-5.2%,-2.5%,?,7.6%,12.7%,-1.9%
Cc1ccc(NC(C)c2cc(Cl)ccc2O)cc1 (stereo not given),-6.2%,-14.9%,-19.6%,3.0%,-1.4%,2.2%,?,-9.5%
CCOC(=O)/C(C#N)=C/c1c[nH]c2ccccc12,-3.2%,-3.3%&9.9%,3.5%&2.3%,-4.9%&-5.0%,10.9%,8.9%&9.2%,?,-0.9%&-4.6%
O=C(Nc1ccc(NC(=O)C2CCCCC2)cn1)c1ccco1,2.0%,4.6%,-0.8%,-7.2%,nt,nt,2.2%,-2.4%

# Some of these compounds in order of count of non-hydrogen atoms, rising:
SMILES,GAA inhib,GAA glycogen mod,KDM4E inh,GAA spleen mod,SMN2 splice up,GoLoco inh red,ALDH1A1 block,aGal spleen mod
CCc1nc(NCCO)c(C#N)c2c1CSC(C)(C)C2,nt,-5.2%,?,2.9%,nt,-21.2%,nt,24.8%
COc1ccc2nc(/C=N/NC(=O)CCCCCNC(=O)OC(C)(C)C)ccc2c1,nt,9.9%,?,1.9%,nt,-1.4%,nt,21.0%
CCO[C@@H]1OC(C(=O)N2CCCCCCC2)=C[C@H](c2cn(C(C)=O)c3ccccc23)[C@H]1CCCO,nt,-5.2%,-0.4%,-5.0%,nt,5.7%,6.7%,0.9%

# Not all compounds are listed; rates above refer to the full screens.
